TRPV1 agonist = activates the human vanilloid receptor TRPV1; Q8NER1; TRPV1-expressing cells, Fluo-8 calcium influx, agonist mode; activation, % at 8.33 µM; 320,000 tested, 0.19% active; AID 540275; in the data active = activation above about 80%; inconclusive = between about 30% and that limit; also: 0% is about no effect
Target sequence (Q8NER1 whole entry, looked up): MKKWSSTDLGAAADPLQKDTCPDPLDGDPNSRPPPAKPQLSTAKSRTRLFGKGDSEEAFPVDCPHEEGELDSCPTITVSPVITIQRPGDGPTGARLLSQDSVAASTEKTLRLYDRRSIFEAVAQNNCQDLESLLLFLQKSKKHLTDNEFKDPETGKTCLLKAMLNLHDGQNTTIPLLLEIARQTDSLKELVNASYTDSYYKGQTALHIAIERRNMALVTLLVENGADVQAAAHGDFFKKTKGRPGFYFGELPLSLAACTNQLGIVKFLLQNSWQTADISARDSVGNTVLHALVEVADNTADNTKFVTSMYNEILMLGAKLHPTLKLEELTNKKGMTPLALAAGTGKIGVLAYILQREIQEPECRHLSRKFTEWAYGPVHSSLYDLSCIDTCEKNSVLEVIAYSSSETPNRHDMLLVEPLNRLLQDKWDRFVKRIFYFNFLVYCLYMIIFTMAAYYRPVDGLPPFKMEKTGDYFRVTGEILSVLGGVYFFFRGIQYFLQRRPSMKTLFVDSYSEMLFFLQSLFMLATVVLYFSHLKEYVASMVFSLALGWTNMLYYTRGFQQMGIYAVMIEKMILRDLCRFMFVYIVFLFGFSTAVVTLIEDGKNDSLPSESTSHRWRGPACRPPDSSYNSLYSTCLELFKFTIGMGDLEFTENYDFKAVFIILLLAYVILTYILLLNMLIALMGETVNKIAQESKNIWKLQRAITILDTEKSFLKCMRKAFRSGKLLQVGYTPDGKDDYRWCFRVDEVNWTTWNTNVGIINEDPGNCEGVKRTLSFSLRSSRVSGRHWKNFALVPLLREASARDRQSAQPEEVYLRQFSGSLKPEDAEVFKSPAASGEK
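Cells expressing TRPV1 were dye-loaded with Fluo-8 and read kinetically: 10 s baseline, 3 min after compound (agonist portion), then 2 min after EC20 capsaicin (allosteric enhancer portion). Calcium-bound dye fluorescence at 480/520 nm.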
MLL CXXC-DNA inh = blocks binding of human MLL CXXC domain to DNA; 290,000 tested, 0.037% active; Potency, µM (doses to about 115 µM), for the others: top-dose activity change, negative = inhibition, most hits filed as inhibitors; AID 2662; Q03164; MLL-CXXC / FITC-HOXA9 DNA fluorescence polarization; active = well fitted inhibition curve with a large enough effect in the polarisation, with a control signal flat, not every such curve was filed as active; inconclusive = small, poorly fitted or top-dose-only effect, or effect the other way, or a change in a side signal; inactive = no such curve, though single readings can be large or run the other way; the % refers to the polarisation; also: potency is read from the fitted curve at half-maximal effect
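Fluorescence polarization: 7 uM MLL-CXXC (stock) preincubated 5 min with compounds, then 50 nM fluorescein-HOX-A9 DNA (stock) added; 30 min ambient. Buffer 50 mM Tris-HCl pH 7.5, 50 mM NaCl, 1 mM DTT, 0.05% BSA.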
TCR act = activates T cell receptor signaling; primary human leukocytes, anti-CD3, IL-2 HTRF, 48 h; Potency, µM (series often up to 9.22 µM), for inactives: at the top dose activation of IL-2 secretion, usual class: activators; 330,000 tested, under 10 active; AID 504894; also: % of control where 0% means no effect
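48 hr co-incubation of compounds, a-CD3 beads and primary human leukocytes; IL-2 quantified homogeneously by HTRF with anti-IL-2 K and d2 conjugates.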
p53 reactivator = restores transcriptional activity of mutant p53. H1299 p53-A138V BP100-luciferase reporter, luminescence, 24 h. Potency, µM (series often up to 92.2 µM), without a hit: at the highest dose activity change, positive = activation, hits mostly activators. 320,000 tested, 0.063% active. AID 504706; also: potency is read from the fitted curve at half-maximal effect; % of control where 0% means no effect; nearly all actives have a fitted effect of over 45% in size
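H1299 (p53-null), stable ts p53-A138V + BP100-Luc; 1000 cells/well, Opti-MEM/10% FBS; cpd 4 pt, 1:5; 24 h, 37 deg C, 5% CO2; detection reagent 10 min RT; luminescence.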
a7 integrin act = integrin-mediated muscular dystrophy alleviation activation | alpha7betagal myoblasts, beta-gal FDG fluorescence, 48 h | Potency, µM (top dose mostly 38.3 µM), without a hit: at the highest dose activation, most hits filed as activators | 350,000 tested, 0.064% active;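 also: potency is read from the fitted curve at half-maximal effect; 100% = response of the positive control SU9516; nearly all actives have a fitted effect of over 60% in size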
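Alpha7betagal+/- myoblasts (passage 13) were plated 16-24 hr, then exposed to compounds (1:260 dilution of DMSO stock) for 48 hours at 37C. After MPER lysis, β-galactosidase reporter activity was read as FDG fluorescence (ex 480/em 540) after 30 minutes.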
BRCA1 expr act = activators of BRCA1 expression; MCF7-BRCA1-FFLuc reporter, luminescence, 48 h; response scale: scaled: vehicle 0%, 10 µM genistein 100%; 380,000 tested, 1.1% active; Potency, µM (top dose mostly 46.1 µM), inactives show at the highest dose activation, actives largely listed as activators; AID 624202; also: potency is read from the fitted curve at half-maximal effect; nearly all actives have a fitted effect of over 80% in size; some results filed as inactive show a strong effect at the top dose
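Activators of BRCA1 expression were detected as increased firefly luciferase luminescence in engineered MCF7 cells after 48 h compound incubation. Signals were scaled to genistein 10 microM as full activation.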
PTAP TSG101 blk = blocks PTAP/TSG101 interaction to inhibit HIV-1 budding; Q99816; Fluorescence polarization, FITC-PTAP peptide / Tsg101 binding; Potency, µM (doses to about 115 µM), inactives show at the highest dose activity change, negative = inhibition, usual class: inhibitors; 340,000 tested, under 10 active; AID 493005; active = well fitted inhibition curve with a large enough effect in the main read-out, with a control signal flat, not every such curve was filed as active; inconclusive = small, poorly fitted or top-dose-only effect, or effect the other way, or a change in a side signal; inactive = no such curve, though single readings can be large or run the other way; also: potency is read from the fitted curve at half-maximal effect; % of control where 0% means no effect
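Fluorescence polarization binding of Tsg101 binding domain (10 uM final) to FITC-labeled PTAP peptide (50 nM final) in HEPES pH 7.5 buffer with NaCl, Tween 20, EDTA, TCEP. Compounds added before peptide; binding 20 min at RT.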
A-T KAP1 phos = potential ataxia-telangiectasia treatments restoring KAP-1 phosphorylation | […] A-T fibroblasts, KAP-1 phosphorylation AlphaLISA; neocarzinostatin DNA damage 30 min before lysis | Potency, µM (doses to about 57.5 µM), inactives show at the highest dose activation, usual class: activators | 320,000 tested, 0.19% active | AID 485349; also: potency is read from the fitted curve at half-maximal effect; % of control where 0% means no effect; nearly all actives have a fitted effect of over 45% in size
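hTERT-immortalized A-T patient fibroblasts ([…]), 500 cells/well in OPTI-MEM, 1% FBS, got compounds for 60 min, then NCS for 30 min at 37C. Lysates were then assayed for phospho-KAP-1 by AlphaLISA (anti-pKAP1 donor, anti-KAP1 acceptor beads), 6 hr at 25C.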
B2AR arrestin = agonists driving beta-arrestin recruitment to human beta2-adrenergic receptor. beta-arrestin recruitment to beta2AR, cell-based reporter. Potency, µM (top dose mostly 46.1 µM), inactives show top-dose activation, usual class: activators. 330,000 tested, 0.02% active. AID 492947;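 also: potency is read from the fitted curve at half-maximal effect; 0% = DMSO controls and full agonism = EC100 isoproterenol or metaproterenol; nearly all actives have a fitted effect of over 65% in size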
ELG1 repair inh = inhibitors of ELG1-dependent DNA repair in HEK293T cells; HEK293T ELG1-luciferase reporter, luminescence, 16 h; DNA damage induced by 5-fluorouridine; 330,000 tested, 2.3% active; Potency, µM (series often up to 46.1 µM), for inactives: top-dose activity change, negative = inhibition, hits mostly inhibitors; also: potency is read from the fitted curve at half-maximal effect; % is scaled to controls: 0 for no effect and ±100 for the full control effect; nearly all actives have a fitted effect of over 55% in size
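Quantitative HTS, concentration-response format. 2,000 cells/well co-treated with 5-fluorouridine and compound, 16 hr in 5% CO2 at 37 °C; ONE-Glo luminescence read after 30 min.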
* hit, by the source's call; ? = inconclusive; . = no result given; & = joins results of further samples; [ ] = dose if it differs, or a comment. Unless noted, calls follow the shape of the dose curve; as a rule, active = well fitted curve in the direction sought with a large enough effect; inconclusive = small, poorly fitted or top-dose-only effect, or another doubt; inactive = no such curve, though single readings can be large; an effect the other way counts as inactive or inconclusive.

(1) CC(=O)Nc1ccc(S(=O)(=O)Nc2ccc(N3CCOCC3)c(F)c2)cc1
(2) C/C(=N/Nc1ccccc1[N+](=O)[O-])c1ccc(C)c([N+](=O)[O-])c1
(3) CCC(=O)Nc1ccc(NC(=O)CSc2nnnn2-c2ccc3c(c2)OCCO3)cc1
(4) CCC1(C)Cc2ccccc2-c2nc(NCCO)n(-c3ccc(C)cc3)c(=O)c21 (centres undefined)
(5) Cc1nn(C)cc1CNC(=O)c1cnn2c(C(F)F)cc(C3CC3)nc12
(6) COc1ccc(OC)c(NC(=O)CSc2nnnn2-c2ccc3c(c2)OCO3)c1
(7) COCC(C)NS(=O)(=O)c1ccc(C(=O)NC(Cc2ccccc2)c2ccccc2)cc1 (centres undefined)
(8) COc1ccc(/C=C(\NC(=O)c2cccs2)C(=O)Nc2cccc3ccccc23)cc1OC
(9) Nc1nnc(SCCCC(=O)c2ccc(F)cc2)s1
(10) CCCCn1c(N)c(N(CC)C(=O)c2ccc(N(C)S(=O)(=O)c3ccc(C)cc3)cc2)c(=O)[nH]c1=O

entry no.,1,2,3,4,5,6,7,8,9,10
TRPV1 agonist,-2,3,2,22,1,2,17,0,?,-3
MLL CXXC-DNA inh,15%,6%,7%,0%,0%,6%,-1%,6%,14%,.
TCR act,0%,-5%,2%,-1%,7%,3%,0%,-1%[46.1 µM],-4%[46.1 µM],-6%
p53 reactivator,-6%,9%,3%,-1%,-5%,16%,3%,-14%,?,-2%
a7 integrin act,14%,31%,18%,16%,6%,9%,-14%,-8%,-16%,-6%
BRCA1 expr act,-2%,27%,11%,-5%,-16%,-84%[inhibitor],-11%,-22%,57%,-7%
PTAP TSG101 blk,1%,-2%,2%,-3%,1%,-3%,-1%,-8%,-9%,-9%
A-T KAP1 phos,-5%,-4%,1%,6%,3%,2%,4%,4%,-2%,-2%
B2AR arrestin,0.0%,-0.3%,0.1%,-0.6%,0.2%,-0.1%,-0.6%,-2.0%,-0.4%,-0.2%
ELG1 repair inh,-3%,19%,?,-4%,-27%,14%,1%,?,?,3%

(11) COc1ccc(Cn2c(CCCO)nc3ccccc32)cc1OC
(12) CCOc1cccc(/C=N/N=C/c2cccc(OCC)c2O)c1O
(13) CC1CN(C(=O)CCC(=O)N2CCOCC2)c2ccccc2O1 (centres undefined)
(14) CCOC(=O)c1ccc2c(c1)nc(SC(C)C(=O)NCC1CCCO1)n2CC (centres undefined)
(15) Cc1ccc2nc3c(cc(C(=O)NCCCn4ccnc4)n3C)c(=O)n2c1
(16) COc1ccccc1NC(=O)COC(=O)CC(C)(C)CC1=NS(=O)(=O)c2ccccc2N1
(17) NS(=O)(=O)c1ccc(NC(=O)/C(=C/c2ccncc2)NC(=O)c2ccccc2)cc1
(18) Cc1cc(C(=O)CCC(=O)N(C)CC(=O)Nc2ccc(OC(F)(F)F)cc2)c(C)s1
(19) CCCS(=O)(=O)C(=C1Nc2ccccc2N1)S(=O)(=O)CCC
(20) CCc1ccccc1Nc1nc(N)nc(CSCC(=O)Nc2ccc(C)c(C)c2)n1

entry no.,11,12,13,14,15,16,17,18,19,20
TRPV1 agonist,-3,-3,9,1,.,8,-2,1,1,9
MLL CXXC-DNA inh,1%,22%,.,.,5%,-3%,16%,.,-3%,19%
TCR act,-4%,-4%,2%,.,-5%,0%,-1%,8%,4%,-7%[46.1 µM]
p53 reactivator,-1%,9%,.,0%,-7%,4%,0%,7%,-10%,-7%
a7 integrin act,-11%,17%,-4%,20%,11%,13%,-19%,15%,7%,10%
BRCA1 expr act,21%,-5%,-15%,-1%,10%,8%&-2%,2%,-15%,-29%,-14%
PTAP TSG101 blk,-8%,-5%,2%,-1%,-7%,-2%,-4%,-5%,-1%,-9%
A-T KAP1 phos,.,-1%,-9%,6%,?,5%,1%,-17%,-2%,-1%
B2AR arrestin,0.3%,-1.6%,0.4%,-0.1%,-0.2%,0.2%,-0.3%,-0.1%,-1.0%,-0.4%
ELG1 repair inh,7%,24%,12%,-14%,-5%,?,15%,0%,2%,-17%

(21) CC(C)CCNC(=O)c1onc(CSc2ccc(F)cc2)c1C(=O)NCCC(C)C
(22) C#CCN(CC=C)C(=O)C1CCC(=O)N(CCCc2ccccc2)C1 (centres undefined)
(23) S=C(NCCc1ccccc1)Nc1cnc2ccccc2c1
(24) CN1C[C@@H]2[C@@H]3C(=O)N(C)C(=O)[C@@H]3[C@](C)(C1=O)N2C(=O)c1ccccc1
(25) COc1ccc(NC(=O)COc2ccccc2C(=O)NCC(c2ccccc2)N(C)C)cc1Cl (centres undefined)
(26) Nc1nc(Br)c2c(F)cccc2c1-c1ccc(F)cc1
(27) CCOc1ccc(-c2nnc(-c3cccs3)o2)cc1OCC
(28) CCOC(=O)C1=C(CSc2nc3ccccc3s2)NC(=O)NC1c1cccc([N+](=O)[O-])c1 (centres undefined)
(29) Cc1cc(C)c2c(C)c(C(=O)NCc3ccc(S(N)(=O)=O)cc3)oc2c1
(30) CC(NCc1ccccc1Cl)C(=O)Nc1ccc(C#N)cc1 (centres undefined)

entry no.,21,22,23,24,25,26,27,28,29,30
TRPV1 agonist,-4,4,-9,.,5,.,?,0,11,3
MLL CXXC-DNA inh,.,-2%,9%,.,-6%,0%,-6%,-7%,3%,8%
TCR act,6%,-3%,8%,4%,7%,.,.,.,5%,1%
p53 reactivator,4%,12%,4%,.,-10%,-2%,16%,-6%,18%,-2%
a7 integrin act,38%,0%,-13%,7%,-55%[inhibitor],0%,6%,-26%,2%,-3%
BRCA1 expr act,11%,0%,?,10%,0%,-26%,8.9µM*,-43%,0%,-16%
PTAP TSG101 blk,-1%,-7%,1%,-2%,-4%,-8%,-6%,-13%,-6%,-1%
A-T KAP1 phos,1%,-4%,-2%,.,0%,6%,10%,5%,2%,-1%
B2AR arrestin,-0.2%,-0.7%,0.0%,.,0.4%,-0.7%,-1.0%,0.3%,0.0%,0.0%
ELG1 repair inh,0%,0%,?,.,?,-2%,?,-1%,-22%,0%

By substructure: the entries above with an aryl thioether with sulfur outside any ring.
(3) CCC(=O)Nc1ccc(NC(=O)CSc2nnnn2-c2ccc3c(c2)OCCO3)cc1
(6) COc1ccc(OC)c(NC(=O)CSc2nnnn2-c2ccc3c(c2)OCO3)c1
(9) Nc1nnc(SCCCC(=O)c2ccc(F)cc2)s1
(14) CCOC(=O)c1ccc2c(c1)nc(SC(C)C(=O)NCC1CCCO1)n2CC (centres undefined)
(21) CC(C)CCNC(=O)c1onc(CSc2ccc(F)cc2)c1C(=O)NCCC(C)C
(28) CCOC(=O)C1=C(CSc2nc3ccccc3s2)NC(=O)NC1c1cccc([N+](=O)[O-])c1 (centres undefined)

entry no.,3,6,9,14,21,28
TRPV1 agonist,2,2,?,1,-4,0
MLL CXXC-DNA inh,7%,6%,14%,.,.,-7%
TCR act,2%,3%,-4%[46.1 µM],.,6%,.
p53 reactivator,3%,16%,?,0%,4%,-6%
a7 integrin act,18%,9%,-16%,20%,38%,-26%
BRCA1 expr act,11%,-84%[inhibitor],57%,-1%,11%,-43%
PTAP TSG101 blk,2%,-3%,-9%,-1%,-1%,-13%
A-T KAP1 phos,1%,2%,-2%,6%,1%,5%
B2AR arrestin,0.1%,-0.1%,-0.4%,-0.1%,-0.2%,0.3%
ELG1 repair inh,?,14%,?,-14%,0%,-1%

Remaining list, next part
(31) CCOc1ccc2[nH]c(=O)c(CN(Cc3ccco3)C(CC)c3nnnn3Cc3ccccc3)cc2c1 (centres undefined)
(32) O=C(CCN1C(=O)S/C(=C/c2ccccc2)C1=O)Nc1ccc(C(=O)O)c(O)c1
(33) O=C(CSc1nnnn1-c1ccccc1)NC(=O)NCc1ccco1
(34) CCCCN(CC)S(=O)(=O)c1ccc2c(c1)CCCN2C(C)=O
(35) CCOc1ccccc1OCC(=O)Nc1nnc(COC)s1
(36) Cc1noc(C)c1C(=O)OCC(=O)NCCc1ccccc1

entry no.,31,32,33,34,35,36
TRPV1 agonist,0,2,1,4,-3,-2
MLL CXXC-DNA inh,-29%,7%,-24%,6%,-5%,.
TCR act,1%,3%,-5%,9%,4%[46.1 µM],-1%
p53 reactivator,21%,?,-4%,-1%,7%,-9%
a7 integrin act,-18%,10%,-6%,-25%,9%,-12%
BRCA1 expr act,-84%,8%,-14%,-17%,0%,3%
PTAP TSG101 blk,0%,-3%,-3%,-4%,-6%,-6%
A-T KAP1 phos,8%,4%,4%,-6%,.,6%
B2AR arrestin,0.7%,1.1%,0.1%,-0.1%,-0.6%,0.2%
ELG1 repair inh,?,0%,4%,-16%,-1%,-2%

From PubChem BioAssay

Compounds as they come. Share with any hit: about 3.8%.
